Screens deposited in PubChem BioAssay by several laboratories.
OXTR ag = human OXTR agonists, primary screen, fluorescence, CHO-OTR cells, Fluo-8 calcium. Oxytocin receptor (Homo sapiens), P30559. activation, % at 3 µM. Fluo-8 calcium fluorescence; normalized: DMSO 0%, oxytocin 100%. actives 0.32% (n = 320,000);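 active means activation above the mean of all tested compounds plus 3 SD, cutoff set per screening run, cut at about 20% in these data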;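 further: peak over basal fluorescence ratio from a 100 s FLIPR kinetic read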
Target sequence (P30559 whole entry, looked up): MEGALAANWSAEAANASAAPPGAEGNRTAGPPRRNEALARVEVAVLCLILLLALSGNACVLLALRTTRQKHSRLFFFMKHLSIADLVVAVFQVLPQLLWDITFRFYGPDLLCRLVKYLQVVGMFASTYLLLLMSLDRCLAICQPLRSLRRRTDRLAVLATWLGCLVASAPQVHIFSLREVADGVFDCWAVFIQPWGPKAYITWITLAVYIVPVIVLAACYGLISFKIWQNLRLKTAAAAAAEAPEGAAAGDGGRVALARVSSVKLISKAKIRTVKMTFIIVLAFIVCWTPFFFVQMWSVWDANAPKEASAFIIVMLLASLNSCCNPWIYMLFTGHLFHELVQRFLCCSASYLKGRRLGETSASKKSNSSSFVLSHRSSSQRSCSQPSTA
MEKK2wt PB1 HTS = modulators of MEK5 binding to wildtype MEKK2, primary screen, biochemical, multiplex bead flow cytometry, Alexa488-MEK5; Alexa488-MEK5 binding to MEKK2 WT; actives lie on both sides; AID 1531, 2009; actives 1.1% (n = 290,000); binding response (% of control), % at 10 µM; in the data active means binding response below about 67% or above about 130%
GPR7 antagonist = GPR7 receptor antagonists, primary screen, cell-based, fluorescence, single concentration; GPR7-expressing cells, fluorescence antagonist assay; actives 1.1% (n = 290,000); inhibition, % at 4.4 µM; Neuropeptides B/W receptor type 1 (Homo sapiens), P48145; in the data active means inhibition above about 16%, passing the limit was not always enough;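 further: cells stimulated with the agonist NPW; 0% = agonist with vehicle and 100% = vehicle without agonist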
DNA FID counter = compounds displacing fluorescent DNA intercalator, primary screen, artefact control for HCV NS3 helicase inhibitor project, biochemical, FID fluorescence. DNA fluorescent intercalator displacement. inhibition, % at 7.9 µM. actives 0.17% (n = 290,000); in the data active means inhibition above about 37%;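 further: 0% = vehicle and 100% = reference compound; higher means more ethidium bromide displaced from hairpin DNA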
PHOSPHO1 inh = PubChem AID 1565; recombinant PHOSPHO1, absorbance phosphatase assay; Phosphoethanolamine/phosphocholine phosphatase (Homo sapiens), Q8TCT1; actives 1.1% (n = 290,000); inhibition, % at 13.3 µM; in the data active means inhibition above about 60%
MEKK2mut PB1 HTS = MEK5 binding signal on mutant MEKK2 PB1, primary screen, biochemical, multiplex bead flow cytometry, Alexa488-MEK5 | percent response, % at 10 µM | Alexa488-MEK5 binding to MEKK2 mutant | actives 0.35% (n = 290,000) | AID 1530, 2009; in the data active means percent response above about 24%, passing the limit was not always enough; further: inactives centre near 1; some results filed as inactive read as strong as hits; reference of the scale not given here
NALP1 yeast inh = NALP1 inflammasome inhibitors in reconstituted yeast, colorimetric, S. cerevisiae, triplicate retest | S. cerevisiae NALP1/ASC/caspase-1 growth, X-gal OD620, 72 h | inhibition, % at 10 µM | actives 0.61% (n = 280,000) | AID 2071, 2009; in the data active means inhibition mostly above about 24%, no sharp cut-off; inactive means mostly below about 32%; further: some compounds called inactive have numbers as strong as hits
PfM18AAP inh = PfM18AAP inhibitors, malaria aminopeptidase, primary screen, biochemical, QFRET, recombinant enzyme | M18 aspartyl aminopeptidase (Plasmodium falciparum 3D7) | H-Glu-NHMec fluorogenic cleavage | inhibition, % at 7.35 µM | actives 1.2% (n = 290,000) | AID 1822, 2009;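 active means inhibition above the campaign mean inhibition over all tested compounds plus 3 SD, cut at about 28% in these data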;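 further: 0% = plate median of test compound wells and 100% = 2 mM ZnCl2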
MEKK3 PB1 HTS = modulators of MEKK3-MEK5 PB1 binding, primary screen, biochemical, wildtype MEKK3, multiplex bead flow cytometry, Alexa488-MEK5; bead-based flow cytometry, Alexa488-MEK5 binding to MEKK3; actives lie on both sides; 0 = blocked by unlabeled MEK5, 100 = vehicle; binding response (% of control), % at 10 µM; actives 1.4% (n = 290,000); AID 1529, 2009; Mitogen-activated protein kinase kinase kinase 3 (Homo sapiens), Q99759;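 active means binding response more than 3 SD above or below the average of its plate-row segment, actives on both sides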;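 further: Alexa488 bead fluorescence after subtracting the streptavidin-only scavenger bead signal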
Target sequence (Q99759 whole entry, looked up): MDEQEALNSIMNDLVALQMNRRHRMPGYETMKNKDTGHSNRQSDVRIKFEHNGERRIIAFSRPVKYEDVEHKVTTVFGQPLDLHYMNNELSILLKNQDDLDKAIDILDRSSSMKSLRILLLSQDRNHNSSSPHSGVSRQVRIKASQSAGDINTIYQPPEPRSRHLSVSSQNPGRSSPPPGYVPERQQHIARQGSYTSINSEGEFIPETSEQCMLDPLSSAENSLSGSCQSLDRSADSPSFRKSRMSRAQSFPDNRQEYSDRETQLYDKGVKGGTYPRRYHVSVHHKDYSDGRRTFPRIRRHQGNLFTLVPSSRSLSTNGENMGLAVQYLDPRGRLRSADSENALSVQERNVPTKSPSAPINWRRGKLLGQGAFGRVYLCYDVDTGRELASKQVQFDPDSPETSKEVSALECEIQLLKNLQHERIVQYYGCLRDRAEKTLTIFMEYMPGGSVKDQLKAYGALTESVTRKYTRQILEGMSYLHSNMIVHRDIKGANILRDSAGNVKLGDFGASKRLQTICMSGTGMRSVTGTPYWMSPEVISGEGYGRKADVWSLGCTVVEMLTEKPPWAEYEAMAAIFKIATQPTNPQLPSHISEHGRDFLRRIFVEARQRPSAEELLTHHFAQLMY
An asterisk follows results filed as active; nt = no result given.

SMILES	OXTR ag	MEKK2wt PB1 HTS	GPR7 antagonist	DNA FID counter	PHOSPHO1 inh	MEKK2mut PB1 HTS	NALP1 yeast inh	PfM18AAP inh	MEKK3 PB1 HTS
COc1ccc(C2CC(C(F)(F)F)n3nc(CO)c(Cl)c3N2)cc1OC (stereo unspecified)	1.7	105	0	-11	-5	-1	-29	-1	103
O=C(c1ccoc1)N1CCC2(CC1)Oc1ccc(Cl)cc1C(=O)C21CC(c2cccnc2)=NO1 (stereo unspecified)	3.9	100	nt	nt	35	3	-3	nt	103
COc1ccc(OC)c(CNS(=O)(=O)c2cn(C)cn2)c1	0.1	98	-5	-2	21	-2	10	-9	96
CCCCS(=O)(=O)N1CCCC(C(=O)Oc2ccccc2OC)C1 (stereo unspecified)	-1.7	104	-8	-24	nt	5	8	-2	104
CCn1c2ccccc2c2nnc(SCC(=O)c3ccccc3)nc21	0.7	87	4	-4	26	-6	6	1	94
CC(C)(C)c1ccc(OCCON2C(=O)CCC2=O)c(Cl)c1	5.0	101	-2	-22	6	1	11	0	106
COC(=O)c1ccc(Cl)c(-c2ccc(/C=N/NC(=O)Nc3ccccc3)o2)c1	-0.4	97	-5	-1	-7	3	-17	5	102
CCN(CC)S(=O)(=O)c1cccc(-c2cn3cccnc3n2)c1	0.3	91	-5	-12	-76	-4	2	5	99
CCN1CCSc2ccc(C(=O)NCc3ccccc3C)cc21	-1.3	102	-6	-26	7	1	15	-5	102
COc1ccc(OC)c(C2=NS(=O)(=O)N(C)C(C(=O)N3CCC4(CC3)OCCO4)=C2)c1	2.1	101	-8	-27	34	5	0	-1	98
CCC(C)NS(=O)(=O)c1ccc(N)cc1 (stereo unspecified)	-0.1	97	-8	27	29	-2	-1	-6	101
Oc1oc(-c2ccccc2)nc1C=Nc1cccc2ccccc12	0.9	87	-3	-1	18	-5	45	7	94
COc1ccc(CCNC(=O)c2cc(Cl)nc3ccccc23)cc1	-1.0	101	-2	-22	-1	5	0	3	104
O=C(CSc1nnc(-c2ccco2)n1-c1ccccc1Cl)Nc1cccc(C(=O)O)c1	-1.3	98	-5	-46	2	1	3	1	102
O=C(NCc1ccccc1)c1cccc(S(=O)(=O)N2CCCCC2)c1	2.5	103	-9	-28	35	1	-6	4	102
CCCOc1cc(C)c(S(=O)(=O)n2nnc3ccccc32)cc1C	0.1	109	12	-3	9	7	16	6	106
CCn1c(-c2cc(-c3cccc(OC)c3)nc3ccccc23)n[nH]c1=S	-0.9	101	-8	-28	92*	5	25	13	100
S=C1NC2(CCCCCC2)N=C1c1ccccc1	-2.5	100	-8	-7	-3	5	-1	4	100
CSc1ncc(C(=O)Nc2ccccc2C)c(C)n1	0.8	101	-8	-3	14	3	6	-2	102
COc1ccc(Cc2nc3ccc(C(=O)N(C)CCc4cnn(C)c4)cc3o2)cc1OC	nt	103	-8	-31	nt	4	28	2	103
CC(C)Cc1nc2oc3c(NCC(C)O)ncnc3c2c2c1CCCC2 (stereo unspecified)	-2.5	96	-18	-23	27	-1	nt	0	99
COc1cc(Cl)ccc1OCc1cc(C(=O)N2CCCCCCC2)no1	0.3	99	-6	-56	15	2	-2	2	101
COc1ccc(CCNC(=O)Cc2ccc(C)cc2)cc1OC	-1.1	101	-12	-11	8	2	14	-13	96
COc1ccccc1CN1CCC(n2nccc2NC(=O)c2ccccc2Cl)CC1	1.4	110	-22	3	55	6	9	7	106
Cc1cccc(C(=O)Nc2cccc(-c3cnc4ccccc4n3)c2)c1	0.7	100	3	1	3	5	36	-11	102
Cc1ccc(-n2nnc(-c3cccnc3Cl)n2)cc1	-0.1	101	-6	-3	18	6	0	4	93
NC(=O)c1sc2nc3c(c(-c4ccco4)c2c1N)CCCC3	-1.5	91	-12	-19	20	-13	nt	14	93
O=c1[nH]cnc2c1nc(SCc1ccccc1)n2C1OC(CO)C(O)C1O (stereo unspecified)	1.2	102	-1	-1	6	3	nt	0	103
CCN(CC)c1ccc(NC(=O)CNCc2ccccc2Cl)c(C)c1	-0.2	108	-3	-2	20	7	9	-1	104
C=CCN=c1scc(-c2ccccc2)n1/N=C/c1ccccn1	-1.3	125	5	-31	-6	9	26	2	102
CCNC(=O)CC1C(=O)N(c2ccc(C)cc2)C(=O)N1CCOC (stereo unspecified)	1.6	107	8	-4	39	4	0	-1	105
O=C(NCc1ccc(Cl)cc1)c1cc2ccccc2oc1=O	nt	104	-1	-9	19	1	-55	9	104
Cc1ccc(-c2nc(C#N)c(NCCc3ccccn3)o2)cc1	-0.5	106	-2	-6	1	9	0	-1	105
COc1ccc(S(=O)(=O)N2C(=O)/C(=C3\SC(N)=NC3=O)c3ccccc32)cc1	1.2	96	-13	3	-8	-2	0	2	98
COc1ccccc1N1CCN(CCC(=O)Nc2cccc(Cl)c2)CC1	0.6	110	-9	6	23	5	17	-13	102
COc1ccccc1NC(=O)C1CCCN(S(=O)(=O)c2ccccc2)C1 (stereo unspecified)	-0.4	107	-3	-19	nt	3	2	0	103
O=C(O)C1CC(=O)N(Cc2cccs2)C1 (stereo unspecified)	0.0	104	-14	3	23	12	12	-1	101
O=c1cc(CNCCCO)c2ccccc2[nH]1	1.2	97	5	1	-4	2	26*	-3	100
COc1ccc(N2C(=O)c3ccccc3C2=O)cc1	0.3	94	0	2	8	-7	-1	1	102
COc1cc(NC(=O)Nn2cnnc2)cc(OC)c1OC	0.6	98	-12	-4	20	0	7	69*	101
c1ccc(Cc2nnc(Sc3ccccc3)c3ccccc23)cc1	0.0	99	-17	-12	-14	-1	1	2	101
Cc1ccc(N2C=Nc3ccc(C)c4nc(C)cc2c34)cc1	-2.0	104	-2	10	15	5	nt	1	103
Nc1[nH]ncc1N=Nc1ccc(Cl)cc1	3.8	103	-14	2	26	0	73	-8	103
CS(=O)(=O)Nc1ccccc1C(=O)N1CCN(c2ccccc2)CC1	0.4	nt	-6	-7	30	nt	-8	-3	nt
Nc1nc2nc(-c3cccs3)cc(C(F)(F)F)n2n1	-1.8	96	-20	1	44	-2	10	0	103

Results in GPR7 antagonist, PfM18AAP inh and MEKK2mut PB1 HTS, for 2 of the compounds above:
canonical_smiles	GPR7 antagonist	PfM18AAP inh	MEKK2mut PB1 HTS
Cc1ccc(N2C=Nc3ccc(C)c4nc(C)cc2c34)cc1	-2	1	5
Nc1[nH]ncc1N=Nc1ccc(Cl)cc1	-14	-8	0

Later entries:
SMILES	OXTR ag	MEKK2wt PB1 HTS	GPR7 antagonist	DNA FID counter	PHOSPHO1 inh	MEKK2mut PB1 HTS	NALP1 yeast inh	PfM18AAP inh	MEKK3 PB1 HTS
Cc1c([N+](=O)[O-])cc(C(=O)Nc2ccc(NC(=O)c3ccco3)cc2)cc1[N+](=O)[O-]	0.7	93	-7	-1	24	0	15	2	99
O=C(c1cc2cc(F)ccc2[nH]1)N1CCc2ccccc2C1	-1.9	103	-7	-30	12	3	7	-3	105
Cn1c(=O)c2c(ncn2CC(O)CNc2ccc(Cl)cc2)n(C)c1=O (stereo unspecified)	3.3	94	2	-4	-65	-3	27	14	94
O=C(Nc1ccc(-c2csc(Nc3ccccc3)n2)cc1)c1ccccc1	-0.5	94	2	-2	-2	-4	-6	4	104
Cn1cccc1C1NC(=O)c2c(sc3c2CCC(C(C)(C)C)C3)N1 (stereo unspecified)	2.7	75	-8	-5	-11	-11	nt	-2	78
Cc1oc(-c2cc(F)ccc2F)nc1CN(C)Cc1ccc2nccnc2c1	-1.5	90	-10	-12	37	-11	4	6	92
O=C(Nc1cccc(F)c1)N1CCN(C/C=C/c2ccccc2)CC1	2.5	109	4	-1	13	4	3	8	105
CCOc1cc2c(cc1OCC)C(c1ccc(OC)cc1)N(c1ccccc1)C(=O)C2 (stereo unspecified)	-2.4	109	-13	-38	-18	-1	28	0	95
CC1(C)C(CSc2nc3ccccc3[nH]2)C1(Cl)Cl (stereo unspecified)	-1.8	99	-6	-2	-10	0	6	-4	103
CC(C)NS(=O)(=O)c1ccc(NC(=O)c2cccnc2)cc1	-0.3	85	0	-3	36	-7	26	-12	89
CC(=O)N1c2ccc(S(=O)(=O)N3CCC(C(=O)Nc4cccc(C)c4C)CC3)cc2CC1C (stereo unspecified)	4.1	104	-11	-45	49	4	-9	3	104
C/C(=C\C(=O)c1ncc(C(F)(F)F)cc1Cl)N(C)C	0.8	107	-8	-14	27	4	-2	2	99
COc1cc(-c2cc(C(=O)Nc3ccc(S(=O)(=O)NCc4ccco4)cc3)c3ccccc3n2)cc(OC)c1OC	3.0	99	10	-29	-2	-2	31	-1	101
O=C(O)[C@H](Cc1ccccc1)N1Cc2ccccc2C1=O	0.7	nt	-7	-3	-7	nt	-8	-7	nt
Cc1cc(C(=O)NCCc2ccc(S(N)(=O)=O)cc2)c(C)o1	0.7	102	-3	-7	28	8	3	2	104
COCCCn1c(-c2ccc(Cl)cc2)n[nH]c1=S	-0.1	109	5	-10	98*	6	8	24	108

Arranged by length of the SMILES (lowest first): part of the list above
SMILES	OXTR ag	MEKK2wt PB1 HTS	GPR7 antagonist	DNA FID counter	PHOSPHO1 inh	MEKK2mut PB1 HTS	NALP1 yeast inh	PfM18AAP inh	MEKK3 PB1 HTS
CCn1c2ccccc2c2nnc(SCC(=O)c3ccccc3)nc21	0.7	87	4	-4	26	-6	6	1	94
CC(C)Cc1nc2oc3c(NCC(C)O)ncnc3c2c2c1CCCC2 (stereo unspecified)	-2.5	96	-18	-23	27	-1	nt	0	99
O=C(NCc1ccccc1)c1cccc(S(=O)(=O)N2CCCCC2)c1	2.5	103	-9	-28	35	1	-6	4	102

Already shown: two of the compounds above.
SMILES	OXTR ag	MEKK2wt PB1 HTS	GPR7 antagonist	DNA FID counter	PHOSPHO1 inh	MEKK2mut PB1 HTS	NALP1 yeast inh	PfM18AAP inh	MEKK3 PB1 HTS
CC(=O)N1c2ccc(S(=O)(=O)N3CCC(C(=O)Nc4cccc(C)c4C)CC3)cc2CC1C (stereo unspecified)	4.1	104	-11	-45	49	4	-9	3	104
C/C(=C\C(=O)c1ncc(C(F)(F)F)cc1Cl)N(C)C	0.8	107	-8	-14	27	4	-2	2	99
